PPARg SRC-3 ag – PPARgamma agonists recruiting SRC-3 coactivator, primary screen, biochemical; biochemical PPARgamma/SRC-3 coactivator recruitment assay; actives 0.26% (n = 200,000); activation, % at 8 µM; Peroxisome proliferator-activated receptor gamma (Homo sapiens), P37231; in the data active = activation above about 23%;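 also: 0% = DMSO and 100% = reference agonist; some compounds past the cut are filed as inactive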
TLR4-MyD88 BLA – inhibitors of TLR4-MyD88 association in cells, primary screen, cell-based, HeLa CL3-4, BLA complementation, FRET ratio | Toll-like receptor 4 (Homo sapiens) + Myeloid differentiation primary response protein … | HeLa CL3-4 TLR4/MyD88 BLA complementation | inhibition, % at 8.4 µM | actives 0.18% (n = 200,000) | AID 861, 2007; in the data active = inhibition above about 25%;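 also: 0% = vehicle and 100% = reference inhibitor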
S1P3 antagonist – S1P3 receptor antagonists, primary screen, cell-based. Sphingosine 1-phosphate receptor 3 (Homo sapiens), Q99500. CHO S1P3 NFAT-BLA reporter, FRET fluorescence, antagonist mode. inhibition, % at 4.98 µM. actives 0.27% (n = 170,000);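 active = inhibition above the plate cutoff, the mean inhibition of test wells on that plate plus 3 SD, cut at about 28% in these data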;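 also: cells challenged with S1P at its EC80 of 0.8 µM; blue over green emission ratio from cleaved BLA substrate after 4 h stimulation; 0% = S1P-stimulated wells and 100% = unstimulated DMSO-only wells; some compounds past the cut are filed as inactive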
Target sequence (Q99500 whole entry, looked up): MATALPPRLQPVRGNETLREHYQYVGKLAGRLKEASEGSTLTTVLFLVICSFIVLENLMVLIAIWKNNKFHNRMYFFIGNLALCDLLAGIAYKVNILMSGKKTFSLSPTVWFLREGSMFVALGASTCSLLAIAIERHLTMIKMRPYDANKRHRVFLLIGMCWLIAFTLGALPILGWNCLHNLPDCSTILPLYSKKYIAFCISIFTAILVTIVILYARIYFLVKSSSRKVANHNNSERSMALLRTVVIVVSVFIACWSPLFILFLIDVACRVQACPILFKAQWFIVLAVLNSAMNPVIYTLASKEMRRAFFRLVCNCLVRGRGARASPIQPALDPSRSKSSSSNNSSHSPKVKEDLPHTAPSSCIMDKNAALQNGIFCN
SRC2 TRFRET art – TR-FRET signal artefacts, primary screen, artefact control for PPARgamma SRC-2 agonist project, biochemical; TR-FRET artefact counter-screen; stronger effect = higher value; TR-FRET ratio at 8 µM; actives 0.4% (n = 200,000); AID 1049, 2008; in the data active = TR-FRET ratio above about 2000; also: inactives centre near 1500
L major viab – Leishmania major promastigote growth inhibition, primary screen; inhibition, % at 10 µM; Leishmania major promastigotes, resazurin fluorescence viability; AID 1063, 2008; actives 9% (n = 200,000); in the data active = inhibition above about 50%;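 also: promastigotes grown with compound for 44 hours at 28 °C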
PPARg SRC2 recr – agonists of PPARg-SRC-2 recruitment, primary screen, biochemical, HTS; Peroxisome proliferator-activated receptor gamma (Homo sapiens), P37231; PPARgamma LBD-SRC-2 recruitment; activation, % at 8 µM; actives 0.34% (n = 200,000); in the data active = activation above about 22%;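 also: 0% = vehicle and 100% = reference agonist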
DTT redox prof – compounds producing H2O2 with reducing agent – biochemical, NIH compound library profiling, artefact control for MLSCN library redox annotation, primary screen. DTT-dependent redox cycling H2O2, phenol red/HRP absorbance; 100% = 100 µM peroxide control, 0% = buffer. activation, % at 10 µM. actives 0.03% (n = 200,000). AID 878, 2007;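 active = activation of at least 50% relative to the plate's high and low controls in the primary single-dose screen; inactive = activation below 50%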;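 also: compound incubated with DTT at 0.8 mM final as the reducing agent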
ROMK primary – ROMK potassium channel modulators, primary screen, cell-based, thallium flux, MLSMR library. ATP-sensitive inward rectifier potassium channel 1 (Homo sapiens), P48048. Tet-inducible ROMK, thallium flux fluorescence; actives lie on both sides. B-score at 10 µM. actives 2% (n = 130,000). AID 1918, 2009;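 active = signal ratio slope over the read window, or its plate-corrected B-score, at least 3 SD from the plate mean, either direction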;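 also: B-score of the F/F0 ratio slope over 7 to 12 s after thallium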
Target sequence (P48048 whole entry, looked up): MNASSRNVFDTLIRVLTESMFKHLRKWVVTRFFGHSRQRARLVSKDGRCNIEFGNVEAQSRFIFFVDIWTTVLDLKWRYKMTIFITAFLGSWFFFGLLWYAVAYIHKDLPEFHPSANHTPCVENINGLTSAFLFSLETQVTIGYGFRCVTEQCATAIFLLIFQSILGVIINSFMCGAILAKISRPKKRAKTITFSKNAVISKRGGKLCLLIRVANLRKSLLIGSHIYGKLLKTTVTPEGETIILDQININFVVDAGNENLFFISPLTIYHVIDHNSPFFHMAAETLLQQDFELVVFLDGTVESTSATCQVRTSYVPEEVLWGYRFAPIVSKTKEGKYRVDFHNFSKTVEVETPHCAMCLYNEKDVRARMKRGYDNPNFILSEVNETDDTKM
PPARg SRC-1 ag – PPARgamma agonists recruiting SRC-1 coactivator, primary screen, biochemical; PPARgamma-SRC-1 coactivator recruitment biochemical assay; activation, % at 8 µM; actives 0.41% (n = 200,000); Peroxisome proliferator-activated receptor gamma (Homo sapiens), P37231; in the data active = activation above about 19%;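 also: 0% = DMSO and 100% = reference agonist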
bIAP activator – bovine intestinal alkaline phosphatase activators, primary screen, biochemical, bovine IAP, CDP-star luminescence; AID 1016, 2008; purified bovine IAP, 30 min; stronger effect = higher value; fold of DMSO-control signal, blank-subtracted; activation factor at 20 µM; actives 0.17% (n = 200,000);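 active = activation factor of 2 or more at 20 µM, a signal rise over negative controls twice the positive control's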
bIAP inhibitor – bovine intestinal alkaline phosphatase inhibitors, primary screen, selectivity assay for TNAP inhibitor project, biochemical, bovine IAP, CDP-star luminescence. 190,000 tested, under 10 active. alkaline phosphatase, intestinal [Bos taurus]. inhibition, % at 20 µM. purified bovine IAP, 30 min. AID 1019, 2008;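 active = over 50% inhibition of intestinal alkaline phosphatase at 20 µM in the single-dose screen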
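Assay system – bovine IAP enzyme · Quantity – bovine IAP at 1/65,000,000 final dilution · Detection – CDP-star luminescence signal · Times – 30 min reaction at room temperature · Also added – CDP-star substrate at 30 µM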
* marks the source's active call; other numbers are inactive results; nt = no result given.

SMILES | PPARg SRC-3 ag | TLR4-MyD88 BLA | S1P3 antagonist | SRC2 TRFRET art | L major viab | PPARg SRC2 recr | DTT redox prof | ROMK primary | PPARg SRC-1 ag | bIAP activator | bIAP inhibitor
CCOc1ccc(C(=O)N/N=C/c2ccc(-c3ccc(S(=O)(=O)Nc4ncccn4)cc3)o2)cc1 | -3 | 8 | nt | 1490 | -8 | 1 | -1.1 | 0.74 | -1 | 1.1 | -11
Cc1nn(-c2ccccc2)c2sc(C(=O)OCn3nnc4ccccc4c3=O)cc12 | 1 | -11 | -47 | 1534 | -5 | 0 | 0.2 | -0.22 | -3 | 0.9 | 8
Brc1cccc(-c2nnc(SCc3nc4ccccc4[nH]3)o2)c1 | 7 | 4 | -5 | 1829 | 15 | 10 | -0.1 | nt | 3 | 0.9 | 8
CCn1c(SCc2nc(-c3cccs3)no2)nnc1-c1c[nH]c2ccccc12 | 2 | -6 | 16 | 1628 | 72* | 1 | -2.8 | nt | 5 | 0.7 | 27
Nc1ccc(-c2nc3ccccc3[nH]2)cc1 | 22 | 2 | -35 | 1655 | -2 | 15 | -3.6 | nt | 9 | 0.8 | 16
CCOC(=O)C1C(=O)C=C(c2ccc(OC)cc2)CC1c1ccco1 (stereo not drawn) | -5 | 7 | -2 | 1625 | 1 | 5 | 0.6 | nt | 6 | 0.9 | 5
CCOC(=O)/C(=C\c1ccc(OC(F)F)cc1)C1=Nn2c(nnc2-c2ccc(Cl)cc2)SC1 | 1 | 14 | 1 | 1546 | 100* | -5 | 0.2 | nt | 2 | 1.4 | -39
Cc1ccc(/C=C2\SC(N)=NC2=O)s1 | 7 | 0 | -10 | 1747 | -5 | 24* | -0.3 | -1.1 | 10 | 0.9 | 8
COC(=O)c1ccc(N2CCN(S(=O)(=O)c3c(C)cc(C)cc3C)CC2)c([N+](=O)[O-])c1 | 3 | -6 | nt | 1388 | 18 | 0 | 1.7 | nt | -7 | 0.9 | 13
Cc1noc(C)c1S(=O)(=O)N1CCC2(CC1)OCCO2 | -3 | -1 | -29 | 1635 | -2 | 8 | -3.2 | -0.36 | 5 | 1.2 | -16
CCc1cccc(C)c1NC(=O)CO/N=C(\C)c1cc2ccccc2o1 | 0 | -13 | -9 | 1764 | 70* | 10 | nt | nt | -2 | 0.9 | 12
CC1=NNC(=O)/C1=C\c1cn(-c2ccccc2)nc1-c1cccs1 | 9 | 1 | -16 | 1584 | 100* | 4 | -0.3 | -0.15 | 8 | 1 | 1
CN1CCN(C(=O)c2ccc3c(=O)n(Cc4ccco4)c(=S)[nH]c3c2)CC1 | -9 | 7 | nt | 1287 | 2 | 0 | 0.2 | 0.74 | -2 | 0.9 | 10
CCN(CCNC(=O)c1cc(C)nn1-c1ccccc1)c1ccccc1 | 9 | -16 | -4 | 1743 | -1 | 1 | -0.5 | nt | 0 | 1 | 3
Cc1ccc(C)c(NC(=O)CCC(=O)NNC(=O)c2cccs2)c1 | -2 | -2 | -3 | 1723 | 40 | -12 | 0.0 | nt | 4 | 0.9 | 9
C/C(=C\c1ccccc1)CN1CCN(c2ccccc2F)CC1 | -14 | 3 | nt | 1518 | -2 | 3 | 0.1 | 0.53 | -3 | 0.8 | 16
Cc1ccc(CON=C2CCN(c3ncc(C(F)(F)F)cc3Cl)CC2)cc1 | 6 | -1 | nt | 1631 | -6 | 13 | 0.8 | nt | 2 | 1 | 3
Cc1ccc(NC(=O)CN(C)CC(=O)Nc2ccc(N3CCOCC3)cc2)c([N+](=O)[O-])c1 | 0 | -4 | 0 | 1548 | 37 | 2 | -0.6 | -0.013 | 2 | 0.7 | 33
Brc1ccc(CSc2ccc3nnc(-c4ccccn4)n3n2)cc1 | -4 | -6 | -15 | 1556 | 14 | -6 | 0.0 | 2.4 | -4 | 1.1 | -12
Cc1cc(-c2csc(NC(=O)c3ccc(S(=O)(=O)N(C)C)cc3)n2)c(C)n1-c1ccccc1 | 9 | 9 | 2 | 1705 | 50 | 6 | -0.4 | 0.56 | 8 | 1 | -1
CN1CCN(NC(=O)CN2C(=O)/C(=C/c3ccccc3F)SC2=S)CC1 | 2 | -10 | -3 | 1623 | -3 | 6 | 0.4 | nt | 2 | 0.6 | 36
Cc1ccc(S(=O)(=O)N2CCC(C(N)=O)CC2)c(C)c1C | 1 | 1 | nt | 1531 | -1 | -2 | -0.1 | 1.4 | 2 | 1.1 | -6
C=C(Cl)COc1ccc2c(CCC)cc(=O)oc2c1 | 7 | -5 | nt | 1730 | -1 | 8 | -0.9 | nt | 4 | 0.6 | 42
Nc1ccccc1-c1nnc(-c2ccc(-c3ccccc3)cc2)o1 | 9 | -4 | nt | 1943 | -8 | 9 | -0.1 | -0.46 | 5 | 0.7 | 27
Cc1ccc(N2CC(C(=O)NCc3cccs3)CC2=O)cc1C (stereo not drawn) | -8 | -1 | nt | 1674 | -12 | 0 | 1.7 | 0.75 | 5 | 1 | 3
CC(C)(C)Nc1nc2nonc2nc1NC(C)(C)C | 4 | -1 | nt | 1412 | 4 | 2 | 0.2 | 0.059 | 1 | 1 | 2
Cc1nc2nc(CCc3ccccc3)nn2c(C)c1Cl | 1 | 13 | nt | 1424 | -2 | -3 | 0.6 | nt | 9 | 1 | -2
CCC1CCc2c(sc(NC(=O)CSc3nc(-c4ccco4)cc(C(F)(F)F)n3)c2C#N)C1 (stereo not drawn) | 3 | 1 | nt | 1437 | -4 | 2 | 0.1 | 0.18 | 8 | 0.9 | 13
O=[N+]([O-])c1ccc(NCc2ccccn2)nc1 | 1 | -4 | 2 | 1551 | 37 | 8 | 0.2 | 0.24 | -7 | 1.1 | -14
OCC1CCCN(c2nc(CN3CCCCC3)nc3scc(-c4ccccc4)c23)C1 (stereo not drawn) | 6 | -10 | -1 | 1591 | 19 | 4 | 0.3 | nt | 6 | 0.9 | 12
Cc1ccc(S(=O)(=O)Nc2cccc3c2CCCC3)cc1 | 5 | 3 | 3 | 1573 | 54* | -7 | 0.6 | -1.4 | -2 | 0.9 | 6
Cc1cc(-c2n[nH]c(=S)n2/N=C/c2cc([N+](=O)[O-])ccc2Cl)n[nH]1 | 5 | 8 | 1 | 1601 | 84* | -2 | 0.0 | nt | 3 | 0.8 | 23
CCOc1ccc(N(C(=O)c2cnsn2)C(C(=O)NC2CCCCC2)c2ccncc2)cc1 (stereo not drawn) | 6 | -16 | -3 | 1706 | 76* | 3 | -0.2 | 1 | -1 | 0.9 | 6
CCOC(=O)/C(=N/Nc1ccccc1)Sc1nnnn1-c1ccc(C)cc1 | 2 | 9 | -3 | 1588 | -2 | 4 | -0.9 | nt | 10 | 1 | 4
COc1cccc(/C=C/C(=O)NCc2cn3cc(Cl)ccc3n2)c1OC | 1 | -10 | 5 | 1580 | -5 | 5 | 0.0 | 0.029 | 8 | 1 | 0
O=C(O)c1ccccc1-c1ccccc1C(=O)NNc1ccccc1 | -3 | -1 | -1 | 1456 | -1 | 1 | -0.1 | -0.48 | -7 | 0.9 | 10
CCOC(=O)C(C)c1c(C)[nH]c(=S)[nH]c1=O (stereo not drawn) | 7 | 0 | nt | 1521 | -3 | 11 | 0.0 | -0.017 | 0 | 0.9 | 14
O=C(COC(=O)/C=C/c1ccccc1)Nc1cc(C(F)(F)F)ccc1N1CCOCC1 | 1 | -3 | -9 | 1515 | -7 | -2 | 0.5 | nt | 8 | 0.8 | 16
Cc1ccc(-n2nc3c(c2NC(=O)c2ccc(Br)o2)CSC3)c(C)c1 | 19 | -7 | nt | 1724 | 9 | 5 | 0.3 | nt | -2 | 1 | 2
COC(=O)CSc1nnc(-c2ccccn2)n1Cc1ccco1 | 13 | -9 | -10 | 1723 | -4 | 11 | 0.8 | nt | 7 | 1 | -2
Cc1ccc(-n2cnnn2)c(S(=O)(=O)N2CCOCC2)c1 | -7 | 3 | -19 | 1537 | -9 | 5 | 0.3 | 0.21 | 2 | 1.1 | -5
O=C(CN(c1ccc2c(c1)OCCO2)S(=O)(=O)c1ccccc1)NCc1ccco1 | -3 | 8 | -29 | 1411 | 92* | 1 | 3.3 | nt | 4 | 0.9 | 14
Cc1cc(NC(=O)C2CCC2)n(-c2ccccn2)n1 | -4 | -4 | nt | 1521 | -1 | 1 | -0.3 | nt | -3 | 0.9 | 6
Cc1ccc2nsnc2c1S(=O)(=O)N1CCN(Cc2ccc3c(c2)OCO3)CC1 | 8 | -12 | 5 | 1701 | -1 | 15 | -0.5 | -1.2 | 9 | 0.9 | 5
Cc1cccc(C)c1NC(=S)NN(Cc1ccccc1)c1ccccc1 | -4 | -11 | nt | 1635 | 20 | 13 | 1.5 | -0.14 | 12 | 0.9 | 12

Gathered by group, the compounds so far with fluorine (6)
SMILES | PPARg SRC-3 ag | TLR4-MyD88 BLA | S1P3 antagonist | SRC2 TRFRET art | L major viab | PPARg SRC2 recr | DTT redox prof | ROMK primary | PPARg SRC-1 ag | bIAP activator | bIAP inhibitor
CCOC(=O)/C(=C\c1ccc(OC(F)F)cc1)C1=Nn2c(nnc2-c2ccc(Cl)cc2)SC1 | 1 | 14 | 1 | 1546 | 100* | -5 | 0.2 | nt | 2 | 1.4 | -39
C/C(=C\c1ccccc1)CN1CCN(c2ccccc2F)CC1 | -14 | 3 | nt | 1518 | -2 | 3 | 0.1 | 0.53 | -3 | 0.8 | 16
Cc1ccc(CON=C2CCN(c3ncc(C(F)(F)F)cc3Cl)CC2)cc1 | 6 | -1 | nt | 1631 | -6 | 13 | 0.8 | nt | 2 | 1 | 3
CN1CCN(NC(=O)CN2C(=O)/C(=C/c3ccccc3F)SC2=S)CC1 | 2 | -10 | -3 | 1623 | -3 | 6 | 0.4 | nt | 2 | 0.6 | 36
CCC1CCc2c(sc(NC(=O)CSc3nc(-c4ccco4)cc(C(F)(F)F)n3)c2C#N)C1 (stereo not drawn) | 3 | 1 | nt | 1437 | -4 | 2 | 0.1 | 0.18 | 8 | 0.9 | 13
O=C(COC(=O)/C=C/c1ccccc1)Nc1cc(C(F)(F)F)ccc1N1CCOCC1 | 1 | -3 | -9 | 1515 | -7 | -2 | 0.5 | nt | 8 | 0.8 | 16

Screening data deposited in PubChem by several laboratories.
